Compound activity: PubChem, Johns Hopkins Ion Channel Center
CHT block – inhibitors of human choline transporter CHT | Q9GZV3 | CHT-expressing cells, membrane potential dye, choline response; stronger effect = lower value | B-score at 10 µM | 310,000 tested, 0.86% active;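 active means B-score over 3 SD under the library average, and starting fluorescence ratio not unusually high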;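 further: choline stimulus applied at its EC90 after an EC20 pre-addition; B-score computed on integrated fluorescence ratio after choline addition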
Target sequence (Q9GZV3 whole entry, looked up): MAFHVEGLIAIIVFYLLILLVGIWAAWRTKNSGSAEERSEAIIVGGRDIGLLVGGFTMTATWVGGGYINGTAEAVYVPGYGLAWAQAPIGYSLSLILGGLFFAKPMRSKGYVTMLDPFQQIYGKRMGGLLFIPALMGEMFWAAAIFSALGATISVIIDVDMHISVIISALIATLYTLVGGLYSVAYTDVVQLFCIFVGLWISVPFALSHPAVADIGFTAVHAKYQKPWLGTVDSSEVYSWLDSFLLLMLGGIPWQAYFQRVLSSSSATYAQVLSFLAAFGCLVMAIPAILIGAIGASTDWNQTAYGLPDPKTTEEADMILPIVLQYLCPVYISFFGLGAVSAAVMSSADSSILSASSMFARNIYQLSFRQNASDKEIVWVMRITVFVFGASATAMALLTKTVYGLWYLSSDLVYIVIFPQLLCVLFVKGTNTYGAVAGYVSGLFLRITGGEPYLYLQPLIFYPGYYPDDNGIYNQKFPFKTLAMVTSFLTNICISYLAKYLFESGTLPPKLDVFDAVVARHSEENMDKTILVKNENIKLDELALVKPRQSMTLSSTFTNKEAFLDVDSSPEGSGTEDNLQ
CHT PAM – allosteric activators of human choline transporter CHT | CHT-expressing cells, membrane potential dye, choline EC20; stronger effect = higher value; LV-AA mutant CHT in HEK293 cells | 310,000 tested, 0.49% active | B-score at 10 µM;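 active means initial fluorescence not abnormally high and integrated response B-score, plate-corrected, over 3 SD above library mean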
* marks the source's active call; other numbers are inactive results; i = inactive.

smiles	CHT block	CHT PAM
CNC(=O)CN1C(=O)CSc2ncccc21	i	i
COc1cc([C@@H]2c3cc4c(cc3[C@@H](O)[C@H]3COC(=O)[C@H]23)OCO4)cc(OC)c1O[Si](C)(C)C(C)(C)C	i	i
O=C(CCNS(=O)(=O)c1ccc(Br)s1)NCc1ccc(F)cc1	i	i
CC(C)C(NS(=O)(=O)c1cccc2nsnc12)C(=O)NCc1ccco1 (stereo not given)	i	i
CCOc1ccc(N(CC)S(=O)(=O)c2c(C)[nH]c(=O)[nH]c2=O)cc1	i	i
CCOC(=O)C1=C(C)NC(=O)NC1c1ccc(-c2ccccc2F)o1 (stereo not given)	i	i
CCOC(=O)CSc1nc(N2CCOCC2)c2c(c1C#N)CC(C)(C)N(C)C2	i	i
CCOc1ccc(N2CC(C(=O)Nc3ccccc3OC)CC2=O)cc1 (stereo not given)	i	i
O=C(CNC(=O)c1ccccc1F)OCC(=O)N1CCCCC1	i	i
Cc1ccc(NC(=O)CSc2nnc(C3CC3)n2CC2CCCO2)c(C)c1 (stereo not given)	i	i
CCOc1ccc(N(CC(=O)NCCOc2ccc(C)cc2)S(=O)(=O)c2ccccc2)cc1	i	i
CCc1ccc(C(=O)COC(=O)C(CCSC)NC(=O)c2ccccc2)cc1 (stereo not given)	i	i
CCOc1ccccc1C1CC(c2ccc(Br)cc2)Nc2nc(N)nn21 (stereo not given)	i	i
Cc1cc(C)nc(N2CCC(C(=O)NCCc3ccccc3)CC2)n1	i	i
Cc1cc(Oc2ccccc2)nc(-c2ccccc2)n1	i	i
COc1cccc(C(=O)Nc2ccc3c(c2)n(C)c(=O)n3C)c1	i	i
C1=CC(c2cc3ccccc3o2)OC(CCc2ccccc2)C1 (stereo not given)	i	i
CCC(=O)c1ccc(N2CCN(C(=O)c3ccccc3F)CC2)c(F)c1	i	i
CCOC(=O)C1CCCN(C(=O)c2ccc(OC(C)=O)cc2)C1 (stereo not given)	i	i
CCN(CC)S(=O)(=O)c1ccc(N2CCOCC2)c(NCC(=O)Nc2ccc(F)cc2)c1	i	i
COc1ccc(C)cc1NC(=O)CSc1nnc(-c2ccc(C)cc2)o1	i	i
CCOC(=O)C1=C(N)OC2=C(C(=O)CC(C)(C)C2)C1c1ccccc1OC (stereo not given)	i	i
Cc1c(C(=O)Nn2cnnc2)oc2ccccc12	i	i
Cc1ccc(-c2cc(C(=O)N3CCc4ccccc4C3)no2)cc1	i	i
Cc1cccc(OCC(=O)NC(Cc2c[nH]c3ccccc23)C(=O)O)c1C (stereo not given)	i	i
CNC(=O)c1ccc(-c2cc(C(F)(F)F)nn2C)s1	i	i
CN(C)S(=O)(=O)c1cccc(C(=O)OCC(=O)NC2CCCc3ccccc32)c1 (stereo not given)	i	i
CC(CS(=O)(=O)c1ccc2c(c1)NC(=O)CS2)C(=O)NCc1ccccc1Cl (stereo not given)	i	i
C=C(C)COc1ccc2c(C)c(CCC(=O)NC3CC3)c(=O)oc2c1	i	i
COc1cccc(C(=O)COC(=O)c2ccc(NC(=O)c3ccccc3)cc2)c1	i	i
O=C(CSc1ccc2nnc(-c3cccnc3)n2n1)N1CCOCC1	i	7.1*
COC(=O)c1cc(-c2ccc3c(c2)OCO3)nc2ccccc12	i	i
Cc1ccc(NC(=O)C/C(N)=N/O)cc1C	i	i
CS(=O)(=O)Nn1cnc2ccccc2c1=O	i	i
O=c1[nH]c(C2CCCCC2)nc2ccccc12	i	i
Cc1ccc(S(=O)(=O)N2CCN(C(=O)N3CCOCC3)CC2)c(C)c1	i	i

Part of the list above, as labelled records:
CS(=O)(=O)Nn1cnc2ccccc2c1=O
  CHT block = i; CHT PAM = i
CC(CS(=O)(=O)c1ccc2c(c1)NC(=O)CS2)C(=O)NCc1ccccc1Cl (stereo not given)
  CHT block = i; CHT PAM = i
Cc1cccc(OCC(=O)NC(Cc2c[nH]c3ccccc23)C(=O)O)c1C (stereo not given)
  CHT block = i; CHT PAM = i

Carrying on:
smiles	CHT block	CHT PAM
Cc1ccc(C)c(C(=O)CN2C(=O)NC3(CCCCCCC3)C2=O)c1	i	i
N#CC1CC(c2ccccc2)=NN1c1ccccc1[N+](=O)[O-] (stereo not given)	i	i
C1CN(c2nc3nonc3nc2N2CCOCC2)CCO1	i	i
CCc1nc2sccc2c(=O)n1N	i	i
O=C(Oc1nsnc1N1CCOCC1)N1CCOCC1	i	i
COc1ccc(C(=O)N2c3ccccc3CC2C)cc1OC (stereo not given)	i	i
O=C(C1CC1)N1c2ccccc2Sc2ccccc21	i	i
CCC12CN(C(=O)c3ccco3)CC(CC)(CN(C(=O)c3ccco3)C1)C2=O	i	i
NC(=O)NC(c1ccccc1)c1cccc2ccccc12 (stereo not given)	i	i
Cc1nc(-c2ccccc2)nc(-c2ccccc2)n1	i	i
CCOC(=O)c1ccc(S(=O)(=O)N(CCO)Cc2cc3cc(OC)c(OC)cc3[nH]c2=O)cc1	i	i
COc1ccc(CCNC(=S)Nc2cccc(C)c2)cc1	i	i

Continuation:
Order of values – CHT block, CHT PAM
Cc1cc(C(F)(F)F)n(-c2nc(C(=O)NNS(=O)(=O)c3ccccc3[N+](=O)[O-])cs2)n1
    i, i
Cc1cc(C(=O)NCC(=O)OC(C(=O)Nc2cc(C(F)(F)F)ccc2Cl)c2ccccc2)ccc1[N+](=O)[O-] (stereo not given)
    i, i
Cc1c(CN2CCC(C(=O)Nc3cccc(-c4cccc(Cl)c4)c3)CC2)cnn1C
    i, i
O=C(C[N+]1(CC#Cc2ccccc2)CCCCC1)c1ccc(Cl)cc1
    i, i
Cc1ccc(Oc2ncc(CN3CCOCC3)s2)cc1
    i, i
O=C1NC(c2ccccc2)=C(c2ccc3ccccc3n2)C(c2ccncc2)N1 (stereo not given)
    -6.3*, i
CCCCCC(=O)NNC1CC(=O)N(c2ccccc2)C1=O (stereo not given)
    i, i
CN(C(=O)CSc1nnc(-c2cccnc2)n1-c1ccccc1F)C1CCS(=O)(=O)C1 (stereo not given)
    i, i
Cc1ccc2ncnc(Nc3cccc([N+](=O)[O-])c3)c2c1
    i, i
COc1ccccc1NC(=S)N1CCC(c2nc3cc(C)c(C)cc3[nH]2)CC1
    i, i
CO/N=C\C(=N\Nc1ccc(OC)cc1)C(=O)c1ccccc1
    i, i
CCOC(=O)CCNC(C)C1COc2ccccc2O1 (stereo not given)
    i, i
CCn1c(-c2cc(OC)ccc2OC)csc1=Nc1c(C)n(C)n(-c2ccccc2)c1=O
    i, i
CCn1c(SCC(=O)N2CCC(C)CC2)nc2c(c1=O)SC(C)C2 (stereo not given)
    i, i
Cc1ccc(-n2nc(C)c(/C=N/n3c(C)n[nH]c3=S)c2Cl)cc1
    i, i
c1ccc(CSc2ccc(-c3cccs3)nn2)nc1
    i, i
O=C(NCCCCCCNC(=O)OCCO)OCCO
    i, i
CCN1CCN(C(=O)c2nn(-c3ccccc3)c(=O)c3ccccc23)CC1
    i, i
CC(NS(=O)(=O)c1ccccc1)C(c1cccs1)N1CCN(c2ccccc2)CC1 (stereo not given)
    i, i
COC(=O)c1cc(NC(C)=O)ccc1N1CCOCC1
    i, i
Cc1ccc(C2=NN(CCC(=O)NCc3ccc4c(c3)OCO4)C(=O)CC2)cc1
    i, i
O=c1c(C(c2ccc(Cl)cc2)c2c(O)nc3n(c2=O)CCCS3)c(O)nc2n1CCCS2
    i, i
CCN1CCN(C(=O)c2ccc3c(c2)N(Cc2ccccc2)C(=O)c2ccccc2S3=O)CC1 (stereo not given)
    i, i
Cc1c(NC(=O)COC(=O)c2ncc(Cl)c(Cl)c2Cl)c(=O)n(-c2ccccc2)n1C
    i, i
CSc1nsc(N/N=C/c2ccccc2)c1C#N
    i, i
O=C(NCc1ccco1)/C(=C/c1ccccc1F)NC(=O)c1ccccc1
    i, i
CNC1(c2nnnn2-c2c(C)cccc2C)CCOC(C)(C)C1 (stereo not given)
    i, i
CCOC(=O)C1CCCN(Cc2ccc(OC)cc2OC)C1 (stereo not given)
    i, i
CCCCC(C(=O)OCC)C(N)Cc1ccc(F)cc1 (stereo not given)
    i, i
CC1(C)Nc2ccccc2N(CCC(=O)N2CCOCC2)C1=O
    i, i
O=C(N/N=C/c1ccc(OC(=O)c2ccco2)cc1)c1ccncc1
    i, i
COc1ccc(/C(=N/Nc2ncnc3ccccc23)C(=O)O)cc1
    i, i
CC(C)CCN(C(=O)c1ccc(N2CCCC2=O)cc1)c1c(N)n(Cc2ccccc2)c(=O)[nH]c1=O
    i, i
Cc1ccc(C(=O)Nc2ccc(Nc3ccccc3)cc2)cc1C
    i, i
COc1ccc(CN2C(=O)c3ccccc3C(/C=N/OCc3ccc(Cl)cc3)C2=O)cc1 (stereo not given)
    i, i
Cc1ccc(S(=O)(=O)N2CC(C)N(C(=O)N3CCOCC3)C2C)cc1 (stereo not given)
    i, i
COc1cc(C(=O)NCC2(c3ccccc3)CCCC2)ccc1OC(C)C
    i, i
COc1ccc(C)cc1N(C(=O)COc1ccccc1)c1nc2ccccc2s1
    i, i
COc1ccccc1NC(=O)Nc1nnc(C(C)C)s1
    i, i
Nc1ccc(CCNc2ncnc3c2ncn3[C@@H]2O[C@H](CO)[C@@H](O)[C@H]2O)cc1
    i, i
COc1ccc(-c2cc(-c3ccccc3)nc3ncnn23)cc1
    i, i
CCOC(=O)Nc1ccc2c(c1)N(C(=O)OCCN(C)C)c1ccccc1CC2
    i, i
COc1ccc(NC(=O)CN2CCC(Cc3ccccc3)CC2)cc1S(=O)(=O)N1CCOCC1
    i, i
CCCOc1ccc(C(=O)CCCC(=O)c2ccc(OCCC)cc2)cc1
    i, i
Cn1nc(C(=O)Nc2sc3c(c2C#N)CCCC3)ccc1=O
    i, i
CC(C)(C)c1cc(-c2n[nH]c(=S)n2-c2ccc(Cl)cc2)n[nH]1
    i, i
C/C=C(\C)CN1CCCC(N(C)CCc2ccc(OC)c(OC)c2)C1 (stereo not given)
    i, i
COc1ccccc1NC(=O)Nc1cc(NC(=O)Nc2ccccc2OC)c(C)nc1C
    i, i
O=C(CN1CCN(C(=O)c2cccs2)CC1)NC1CCCCC1
    i, i
COC(=O)C1CCCCN1C(=O)c1cc(COc2cccc3cccnc23)on1 (stereo not given)
    i, i
CC1CCN(C(=O)c2ccc(CSc3nc4ccncc4n3Cc3ccc(F)cc3)cc2)CC1
    i, i
C=CCCCCc1nc2ccccc2c(=O)n1N
    i, i
CCOCCCNC(=O)CNC(=S)N(Cc1ccccc1F)C1CCCCC1
    i, i
COCCNC(=O)c1onc(CSc2cccc(Cl)c2)c1C(=O)O
    i, i
CCOC(=O)c1c(-c2ccccc2)c2cc(OC)ccc2n1CCCN(C)C
    i, i
COc1ccc(OC)c(NC(=O)Cc2c(C(=O)O)n(C)c3ccccc23)c1
    i, i
Cc1ccn2c(NC(=O)C(C)(C)Oc3ccc(Cl)cc3)c(-c3cccs3)nc2c1
    -7.9*, i
COc1ccc(C2CC(C(F)(F)F)n3nc(C(=O)N(C)Cc4cn(C)nc4C)c(Cl)c3N2)cc1 (stereo not given)
    i, i
CCOC(=O)c1c(C)n(C)c2ccc(OC(=O)c3ccc(N4C(=O)CCC4=O)cc3)cc12
    i, i
CCC(C)NC(=O)Cn1cnc2sc(C)c(S(=O)(=O)N3CCN(c4ccccc4OC)CC3)c2c1=O (stereo not given)
    i, i

Later entries:
Order of values – CHT block, CHT PAM
CC(C)CCNC(=O)C1CC(c2ccccc2C(F)(F)F)=NO1 (stereo not given)
    i, i
C/C(=N/NS(=O)(=O)c1ccc(Br)cc1)c1c[nH]c2ccccc12
    i, i
COc1ccc(/C=C/C(=O)O)cc1S(=O)(=O)N1CCCC1
    i, i
Cc1ccc(Nc2nc(Cl)nc(NC3CCCCC3)n2)cc1
    i, i
CCOc1ccc(S(=O)(=O)N2CC(=O)Nc3ccccc32)cc1C#N
    i, i
Cc1cc2oc(=O)cc(COC(=O)Cn3cnnn3)c2cc1C(C)C
    i, i
CN1CCC(=NOc2ccc([N+](=O)[O-])cc2)CC1
    i, i
Cc1cc(C)c(C#N)c(SCS(=O)Cc2ccc(Cl)cc2)n1 (stereo not given)
    i, i
COc1ccc(CCNCc2csc3nc4ccccc4n23)cc1OC
    i, i
Cc1ccccc1NCC(=O)N/N=C\c1ccc2c(c1)OCO2
    i, i
Cc1ccc(COCCN2CCN(S(=O)(=O)c3ccccc3)CCC2=O)cc1
    i, i
c1n[nH]c(NCc2ccc3c(c2)OCO3)n1
    i, i
Cc1ccc(CNC(=O)Cn2c([N+](=O)[O-])cnc2C)cc1
    i, i
Cc1ccccc1C(=O)Nc1nnc(S(=O)(=O)N2CCCCC2)s1
    i, i
COc1ccc(C(=O)Nc2ccc(CN3CCOCC3)cc2)cc1
    i, i
ClC1=C(Cl)C(Cl)=C(Cl)C1=C/C=C/c1ccccc1
    i, i
Cc1cc(NCCN(C)C)n2nc(-c3cccs3)cc2n1
    i, 10*

Some of the entries so far, field by field.
mol: Cc1cc2oc(=O)cc(COC(=O)Cn3cnnn3)c2cc1C(C)C
  CHT block = i | CHT PAM = i

mol: CN1CCC(=NOc2ccc([N+](=O)[O-])cc2)CC1
  CHT block = i | CHT PAM = i

mol: Cc1cc(C)c(C#N)c(SCS(=O)Cc2ccc(Cl)cc2)n1 (stereo not given)
  CHT block = i | CHT PAM = i

mol: COc1ccc(CCNCc2csc3nc4ccccc4n23)cc1OC
  CHT block = i | CHT PAM = i
